Source: PubChem (National Center for Advancing Translational Sciences (NCATS))
HepG2 viability: counter-screen for TGF-b inhibitors: cytotoxicity in HepG2 cells; HepG2 CAGA-GFP viability, ATP luminescence, 18 h; Potency, µM (doses to about 46.1 µM), inactives show at the top dose activity change, negative = cytotoxicity, hits mostly cytotoxic; 410,000 tested, 0.76% active; also: potency is read from the fitted curve at half-maximal effect; some results filed as inactive show a strong effect at the top dose
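CellTiter-Glo luminescence gave cytotoxicity after 18 hours at 37 degrees C. The cells were HepG2 CAGA-GFP in 1% FBS DMEM, stimulated with 500 pg/mL TGF-beta after compound addition. %Activity was normalised to no-cell wells (complete cell-killing) and DMSO (no toxicity), and curves were fitted and classified.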
Nrf2 inh: inhibitors of Nrf2 signaling; Potency, µM (doses to about 46 µM), for inactives: at the highest dose activity change, negative = inhibition, usual class: inhibitors; 360,000 tested, 2.1% active; A549 ARE-Fluc reporter, luciferase luminescence, 18-24 h; AID 504444; also: potency is read from the fitted curve at half-maximal effect; % is scaled to controls: 0 for no effect and ±100 for the full control effect; nearly all actives have a fitted effect of over 60% in size
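Concentration-response testing used A549 ARE_Fluc cells at 5000 cells/well. Following an 18-24 h compound incubation, viability was read by fluorescence (Ex 405/Em 525) and luciferase output by luminescence.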
pAkt inh: blocks phosphorylation of Akt; activity change, % for hits at 50 µM; Neuro2A IGF-stimulated pAkt S473 HTRF, 20 min; stronger effect = lower value; 360,000 tested, 0.32% active; in the data active = activity change below about -80%; inconclusive = mostly about -51% to -80%; also: % is scaled to controls: 0 for no effect and ±100 for the full control effect
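Single-point screen (50 µM final compound) in Neuro2A cells stimulated 20 min with 6 nM IGF at 37 deg C. After lysis, Ser473-phosphorylated Akt read by HTRF (ex 330 nm, em 615/665 nm) as the 665/615 ratio.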
A549 tox: counter-screen for Nrf2 inhibitors: cytotoxicity in A549 cells; A549 ARE-Fluc cells, CellTiter-Fluor viability, 18-24 h; Potency, µM (highest dose often 46 µM), for inactives: at the top dose activity change, negative = cytotoxicity, most hits filed as inhibitors; 390,000 tested, 0.16% active; also: potency is read from the fitted curve at half-maximal effect; % is scaled to controls: 0 for no effect and ±100 for the full control effect
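A549 ARE_Fluc cells in 5% FBS OPTI-MEM were exposed to compounds in concentration-response for 18-24 h at 37 deg C. Viability was read by CellTiter-Fluor fluorescence (Ex 405/Em 525) after 30 min, before the luciferase read.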
MmCpn inh: M. maripaludis TRiC chaperonin inhibition; AID 504842; 330,000 tested, 0.031% active; Potency, µM (top dose mostly 76.9 µM), for the others: at the highest dose activity, negative = inhibition, actives largely listed as inhibitors; purified Mm-Cpn ATPase, ADP Transcreener TR-FRET; also: potency is read from the fitted curve at half-maximal effect; % is scaled to controls: 0 for no effect and ±100 for the full control effect; nearly all actives have a fitted effect of over 80% in size
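Quantitative HTS used 25 nM Mm-CPN and 10 uM ATP in magnesium/KCl Tris buffer, pH 7.4, with 1 mM DTT. Hydrolysis ran 30 min at 37°C; ADP was read by HTRF.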
Nrf2 ARE act: activates Nrf2 signaling. AREc32 ARE-luciferase reporter (MCF7-derived line), luminescence, 24 h. Potency, µM (highest dose often 46.1 µM), inactives show at the highest dose activation, most hits filed as activators. 410,000 tested, 0.31% active. AID 624171; also: potency is read from the fitted curve at half-maximal effect; % of control where 0% means no effect; nearly all actives have a fitted effect of over 65% in size
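AREc32_Fluc, 1000 cells/well, OPTI-MEM + 5% FBS, o/n 37 deg C 5% CO2; 23 nL cpd by pin tool, 24 hr; Steady-Glo 30 min RT, luminescence.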
Abeta rescue: A-beta toxicity reversal in yeast. yeast expressing A-beta42, growth rescue, OD600, 48 h; response scale: 0% DMSO, 100% iron-clioquinol control. Potency, µM (titrated, usually from 46.1 µM), for the others: at the top dose growth rescue, actives largely listed as activators. 410,000 tested, 0.063% active; also: potency is read from the fitted curve at half-maximal effect; nearly all actives have a fitted effect of over 55% in size
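Yeast A-beta toxicity model in growth medium with pinned compounds, 48 h at 30 C; growth read as absorbance at 600 nm. Normalized to FeCl3/clioquinol equimolar mix (positive) and DMSO (negative).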
TGFb SMAD3 inh: inhibitors of TGF-b signaling; HepG2 CAGA-GFP TGF-b/SMAD3 reporter, GFP fluorescence, 18 h; TGF-beta stimulated, 500 pg/mL final; Potency, µM (series often up to 46.1 µM), for inactives: at the top dose activity, negative = inhibition, most hits filed as inhibitors; 410,000 tested, 1.2% active; AID 588855; also: potency is read from the fitted curve at half-maximal effect; % is scaled to controls: 0 for no effect and ±100 for the full control effect; nearly all actives have a fitted effect of over 65% in size
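Inhibition of TGF-beta-driven CAGA-GFP reporter expression in HEPG2 cells is measured by cellular GFP fluorescence after 18 h stimulation with 500 pg/mL recombinant TGF-beta in 1% FBS medium at 37 degrees C.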
CCT chaperon mod: modulators of cytosolic chaperonin (CCT/TRiC) activity; purified chaperonin ATPase assay, HTRF ADP detection, 30 min; activity change, % (concentration not given with the values), hits read low; 360,000 tested, 0.3% active; in the data active = activity change below about -30%; also: % is scaled to controls: 0 for no effect and ±100 for the full control effect
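TRiC at 40 or 20 nM final (batch-dependent) in 30 mM Tris pH 7.4, 100 mM KCl, 5 mM MgCl2, 1 mM DTT, with compound at single 76 uM and 10 uM ATP, 30 min at 37 deg C. ADP detected by HTRF Transcreener, 665/615 ratio.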
* marks the source's active call; other numbers are inactive results; i = inactive; ? = inconclusive; . = not tested or not shown; [ ] = remark or other dose. Unless noted, calls follow the shape of the dose curve; as a rule, active = well fitted curve in the direction sought with a large enough effect; inconclusive = small, poorly fitted or top-dose-only effect, or another doubt; inactive = no such curve, though single readings can be large; an effect the other way counts as inactive or inconclusive.

SMILES	HepG2 viability	Nrf2 inh	pAkt inh	A549 tox	MmCpn inh	Nrf2 ARE act	Abeta rescue	TGFb SMAD3 inh	CCT chaperon mod
O=C(/C=C\c1ccco1)c1ccc(NC(=O)c2ccco2)cc1	-33%	?	i	-8%	-5%	?	2%	-21%	-0.9
O=c1cc(N2CCCCC2)c(-c2ccccc2)nn1Cc1ccc(Cl)cc1	-3%	?	i	?	-1%	0.3%	12%	-8%	-0.7
Cc1ccc(C(=O)Nc2ccc3c(c2)N(C)C(=O)c2ccccc2S3)cc1F	-24%	.	.	?	.	0.1%	8%	?	.
CCOC(=O)C1CCN(C(=O)COc2ccc(S(=O)(=O)N3CCOCC3)cc2)CC1	-10%	-3%	i	-1%	-1%	-0.2%	-7%	-14%	-0.6
CC1CCN(S(=O)(=O)c2ccc3c(ccc(=O)n3CC(=O)NCc3ccc(Cl)cc3)c2)CC1	-25%	.	.	-9%	.	-0.1%	-5%	?	.
CCOc1ccc2oc(=O)cc(CN3CCOCC3)c2c1	-20%	-15%	i	0%	1%	-1.7%	-21%	2%	-3.1
COc1ccc(-c2oc3ncn(Cc4ccco4)c(=N)c3c2-c2ccc(OC)cc2)cc1	0%	.	i	1%	2%	5.5%	-10%	?	1.1
CC(C)NC(=O)CCCn1c(=S)[nH]c2cc3c(cc2c1=O)OCO3	4%	-8%	i	1%	-2%	0.6%	9%	-2%	-1.6
CCCCC(=O)c1ccc(O)cc1	-1%	5%	i	-2%	-1%	0.3%	18%	4%	2.5
CC(C)CNC(=O)C1(C)CCCN1C(=O)Cc1cccc2ccccc12 (stereo not given)	-9%	.	i	.	.	-1.2%	-15%	1%	-2.1
CCCCCCCC(=O)NNC(=O)c1c(O)c2ccccc2n(CC)c1=O	1%	25%	i	0%	1%	-0.2%	-25%	-5%	-4.2
COc1ccc(C(=O)Nc2ccc(N3CCC(C)CC3)cc2)cc1Br	-1%	-2%	i	1%	1%	-0.2%	-9%	-1%	-0.1
COc1ccc(CCN2CC(C(=O)OCC(=O)NC(C)c3cccc(Cl)c3)CC2=O)cc1OC (stereo not given)	2%	0%	i	-2%	-1%	-0.7%	-10%	?	-3.6
CN(C)c1ccc(S(=O)(=O)NCC(=O)OCC(=O)c2ccc[nH]2)cc1[N+](=O)[O-]	-11%	16%	i	-7%	-3%	0.5%	-11%	0%	-0.3
CCn1ncc([N+](=O)[O-])c1C(=O)Nc1ccc(C(=O)N2CCCCC2)cc1	-6%	?	i	-14%	-1%	0.1%	20%	6%	-0.9
COc1ccccc1NC(=O)CCc1nnc2ccc(NCc3ccco3)nn12	1%	-1%	i	4%	-4%	20%	-13%	16%	0.6
CN1C(=O)c2cccc3c(S(N)(=O)=O)ccc1c23	-23%	-30%	i	0%	-5%	0.6%	-9%	-3%	-6.0
Cn1cc([N+](=O)[O-])c(C(=O)N/N=C\c2c[nH]c3ccccc23)n1	-18%	14%	i	-4%	-3%	15%	3%	-18%	-2.0
COc1cnn(-c2ccccc2)c(=O)c1OC	7%	0%	i	0%	0%	-0.6%	3%	19%	-0.5
Cc1cc(S(=O)(=O)N2CCCOC2CNC(=O)C(=O)NCc2cccs2)ccc1F (stereo not given)	-25%	10%	i	-2%	-17%	0.0%	17%	?	-0.7
Cc1nc(CS(=O)(=O)c2ccc(Cl)cc2)cc(Sc2ccccc2Cl)n1	-13%	3%	i	-2%	-2%	2.1%	-18%	3%	0.1
COc1ccc(CN(C)CC(=O)NCC(=O)Nc2c(C)cccc2C)cc1	-4%	16%	i	-2%	0%	0.0%	-7%	-2%	0.2
CC(C)n1ncc2c(C(=O)Nc3cccc(S(=O)(=O)N(C)C)c3)cc(C3CC3)nc21	-37%	-27%	i	-8%	1%	0.0%	6%	-28%	-2.0
Fc1ccc(CO/N=C2\CCCc3nonc32)cc1	6%	6%	i	-9%	3%	2.8%	37%	22%	-2.6
Cc1cc(C)n(-c2ccc(S(=O)(=O)N3CCCC3)cc2[N+](=O)[O-])n1	12%	5%	i	16%	3%	0.1%	9%	-1%	-11

Sorted by number of heavy atoms (lowest first): 3 of the compounds above.
SMILES	HepG2 viability	Nrf2 inh	pAkt inh	A549 tox	MmCpn inh	Nrf2 ARE act	Abeta rescue	TGFb SMAD3 inh	CCT chaperon mod
Cn1cc([N+](=O)[O-])c(C(=O)N/N=C\c2c[nH]c3ccccc23)n1	-18%	14%	i	-4%	-3%	15%	3%	-18%	-2.0
CC(C)NC(=O)CCCn1c(=S)[nH]c2cc3c(cc2c1=O)OCO3	4%	-8%	i	1%	-2%	0.6%	9%	-2%	-1.6
CCn1ncc([N+](=O)[O-])c1C(=O)Nc1ccc(C(=O)N2CCCCC2)cc1	-6%	?	i	-14%	-1%	0.1%	20%	6%	-0.9

Next section:
SMILES	HepG2 viability	Nrf2 inh	pAkt inh	A549 tox	MmCpn inh	Nrf2 ARE act	Abeta rescue	TGFb SMAD3 inh	CCT chaperon mod
CCn1c(SCC(=O)N2CCN(S(=O)(=O)c3ccccc3)CC2)nnc1-c1cccs1	0%	?	i	-1%	-3%	0.2%	6%	-7%	-0.5
O=C(Cn1nc2c(cc1=O)CCCC2)NCc1ccccc1Cl	1%	.	.	5%	.	2.6%	-8%	5%	.
Cn1c(=O)cc(OCCCC(=O)NCc2ccc(F)cc2Cl)c2ccccc21	-21%	-11%	i	7%	0%	2.7%	-5%	-10%	-2.0
O=C(Nc1ccccc1SCC1CSc2nc3ccccc3c(=O)n21)c1cccc(Cl)c1 (stereo not given)	-22%	.	i	?	-2%	-0.8%	19%	-1%	-1.4
Cc1ccc(CCNC(=O)c2ccc(CSc3nc4ccncc4n3Cc3ccc(F)cc3)cc2)cc1	-3%	?	.	?	.	3.1%	21%	?	.
NC/C(=N\O)c1ccc(Cl)cc1Cl	-12%	1%	i	1%	?	-0.7%	23%	-3%	-1.8
CC(OC(=O)Cn1cnc2ccccc2c1=O)C(=O)N(C)c1ccccc1 (stereo not given)	16%	0%	i	-1%	-1%	0.4%	-5%	17%	0.1
O=C(OC1CCOC1=O)c1ccc(Cl)c(S(=O)(=O)N2CCCCC2)c1 (stereo not given)	-3%	12%	i	-1%	-4%	0.0%	2%	5%	-0.5
COc1ccc(OC)c(NC(=O)CC2SC(=N)N(c3ccccc3)C2=O)c1 (stereo not given)	9%	-8%	i	-4%	2%	0.0%	-7%	10%	-2.7
C=CCc1cccc(/C=N/NC(=O)CCCNc2ccc(C)cc2)c1O	-91%	-14%	i	10%	-2%	-0.7%	-5%	?	-2.8
CSc1nnc2c(n1)OC(c1cccc(O)c1Cl)Nc1ccccc1-2 (stereo not given)	-18%	6%	.	-10%	.	5.7%	-16%	-8%	.
O=S(=O)(c1ccccc1F)N1CCN(Cc2cc3c(cc2O)OCO3)CC1	4µM*	-7%	i	3%	-1%	3.6%	-16%	-27%	1.3
O=C(NC(=S)N1CCCCC1CO)c1cccs1 (stereo not given)	-27%	3%	i	-1%	0%	1.5%	5%	-6%	-4.0
COc1ccccc1NC(=O)CCc1c(C)[nH]c(=O)c(C#N)c1C	3%	.	i	-4%	1%	-0.4%	6%[9.22 µM]	-5%	0.7
COc1ccc(NC(=O)[C@@H](NS(=O)(=O)c2cccc(Cl)c2)C(C)C)cc1S(=O)(=O)N1CCOCC1	-16%	-11%	i	-18%	3%	0.1%	10%	12%	-0.4
CC(=O)c1cccc(N(C(=O)CNC(=O)c2ccco2)C(C(=O)NC2CCCC2)c2ccncc2)c1 (stereo not given)	-7%	8%	i	1%	0%	0.0%	-15%	0%	-0.7
COc1c(O)c(=O)n2c3ccccc3c3ccnc1c32	25%	8%	i	0%	0%	15%	-42%[inhibitor]	47%[activator]	1.0
COCCn1c(Cc2ccccc2)nnc1SCc1ccc([N+](=O)[O-])cc1	1%	12%	i	12%	0%	-1.1%	11%	7%	2.3
COc1ccc(-c2nnc(SCC(=O)Nc3ncc(C)s3)n2-c2ccccc2)cc1OC	-3%	-3%	i	-21%	-3%	-0.8%	12%	5%	1.8
Fc1ccc(Oc2nc(-c3ccccc3)nnc2C(F)(F)F)cc1	7%	.	i	-5%	-1%	-0.5%	-5%	2%	-0.1
CN(Cc1cccc(Cl)c1Cl)C(=O)c1ccc(NC(=O)CC#N)cc1	6%	-9%	i	0%	-3%	0.4%	13%	-15%	-1.8
CN(Cc1c(C(=O)N(C)Cc2ccccc2)nc2ccccn12)CC1Cc2ccccc2O1 (stereo not given)	-37%	1%	i	-10%	-2%	0.7%	-8%	-23%	3.0
CCn1c(=O)cc(OCC(=O)NCc2cccnc2)c2ccccc21	-12%	4%	i	-3%	1%	4.8%	-8%	?	0.1
COc1cccc(-n2c(C)nc3c(cnn3-c3ccc(C)cc3)c2=O)c1	-18%	?	i	-3%	-2%	3.3%	?	-6%	-0.2
C1=Cc2ccccc2Nc2ccccc21	6%	4%	i	9%	-1%	2.7%	12%	-1%	2.6
CCOc1ccc(S(=O)(=O)NCCC(=O)N2CCN(c3ccc(OC)cc3)CC2)cc1	-2%	?	i	-26%	-1%	0.3%	-20%	-4%	0.2

An excerpt from above in order of the CCT chaperon mod value, falling.
mol	CCT chaperon mod
O=S(=O)(c1ccccc1F)N1CCN(Cc2cc3c(cc2O)OCO3)CC1	1.3
COc1ccccc1NC(=O)CCc1c(C)[nH]c(=O)c(C#N)c1C	0.7
COc1ccc(NC(=O)[C@@H](NS(=O)(=O)c2cccc(Cl)c2)C(C)C)cc1S(=O)(=O)N1CCOCC1	-0.4
